NTR1 agonist = agonists of NTR1, primary screen, imaging, U2OS cells, beta-arrestin-GFP, high content (AID 493036) | P30989 | activation, % at 20 µM | 330,000 tested, 0.17% active | NTR1-U2OS beta-arrestin-GFP spot imaging, agonist mode;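 active = activation at or above 40% of the spot to cytoplasm intensity ratio, with at least 20 cells analyzed; inconclusive = wells under 20 cells, flagged as cytotoxic or low count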;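 also: 0% = DMSO without peptide and 100% = 100 nM NTR1 peptide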
Target sequence (P30989 whole entry, looked up): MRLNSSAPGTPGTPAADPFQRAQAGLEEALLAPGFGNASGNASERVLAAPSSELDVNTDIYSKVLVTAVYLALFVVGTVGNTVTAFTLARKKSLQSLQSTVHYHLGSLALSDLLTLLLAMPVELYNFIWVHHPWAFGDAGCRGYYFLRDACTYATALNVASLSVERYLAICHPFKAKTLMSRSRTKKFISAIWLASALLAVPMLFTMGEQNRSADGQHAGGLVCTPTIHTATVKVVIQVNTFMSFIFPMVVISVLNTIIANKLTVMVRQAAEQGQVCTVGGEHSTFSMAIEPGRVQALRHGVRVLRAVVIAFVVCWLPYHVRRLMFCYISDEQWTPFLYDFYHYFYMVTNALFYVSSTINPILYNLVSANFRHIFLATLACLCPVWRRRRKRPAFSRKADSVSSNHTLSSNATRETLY
Rac1 GTP hydrolysis = MgcRacGAP GTPase-activating activity inhibitors, confirmation, biochemical, ADP Hunter fluorescence; 340,000 tested, 0.6% active; AID 624330; one-dose inhibition, % at 30 µM; IC50 in µM for titrated hits; MgcRacGAP-stimulated Rac1 GTP hydrolysis, ADP Hunter fluorescence; higher % means a stronger effect; GST-tagged Rac1 F28L mutant substrate;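 active = first-screen hits whose inhibition reached a set limit at any dose in the follow-up dose series; inconclusive = inhibition above the set first-screen limit but never retested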;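 also: fluorescence reports GDP produced by GAP-driven GTP hydrolysis; strong numbers were not always called active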
RSV CPE inhibition = RSV antiviral activity via CPE protection, HEp-2 cells, primary 10 µM value included (AID 2391). 310,000 tested, 0.13% active. one-dose CPE inhibition, % at 10 µM; IC50 in µM for titrated hits. HEp-2 cells, RSV-induced CPE inhibition; higher % means a stronger effect; in the data active = a potency from the dose series; inconclusive = CPE inhibition mostly from about 23% at the one dose, without a potency; inactive = the rest, 99 in 100 with CPE inhibition below about 21%; also: strong numbers were not always called active
PhoP inhibition = inhibitors of PhoP regulon expression, primary screen, Salmonella Typhimurium, GFP reporter (AID 1863) | S. Typhimurium PhoP-regulated promoter GFP reporter, 4 h; higher % means a stronger effect | inhibition, % at 50 µM, or IC50 in µM where a hit was titrated | 300,000 tested, 0.16% active;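 active = inhibition over 29.93%, a cutoff 3 SD above the screen mean, later confirmed by dose response; inconclusive = inhibition over 29.93% but no dose response follow-up; inactive = inhibition at most 29.93% or unconfirmed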;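 also: 0% = low Mg2+ inducing control and 100% = high Mg2+ repressing control; strong numbers were not always called active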
K1F lysis inhibition = inhibition of K1F phage lysis, E. coli UTI89, bacterial capsule biogenesis inhibitors, alamar blue (AID 488966) | E. coli UTI89 K1F phage lysis, alamar blue, 2 h; higher % means a stronger effect | one-dose inhibition, % at 100 µM; IC50 in µM for titrated hits | 340,000 tested, 0.02% active;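 active = phage lysis inhibition, versus mean bacterial control, above a set limit; inconclusive = no clear call, values can overlap the other calls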;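 also: capsule biogenesis inhibitors block K1F phage lysis so surviving cells raise fluorescence; higher fluorescence means more inhibition of phage lysis; actives were called in the ten point dose series up to 300 µM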
TNAP activators = stimulation of alkaline phosphatase TNAP activity – biochemical, luminescent, no phosphate acceptor, uHTS, primary screen (AID 1001) | 200,000 tested, 0.03% active | purified TNAP, luminescent activation assay, no phosphate acceptor; higher activation fold means a stronger effect | activation fold at 20 µM; hits with a dose series show EC50 in µM; in the data active = activation fold from about 3, or a potency from the dose series; inactive = the rest, 99 in 100 with activation fold below about 1.6; also: many of its hits are not listed in these tables
T cell modulator = T cell immune modulators affecting CD8 T cell-vesicle binding; 2C CD8+ T cell-vesicle binding, flow cytometry; active compounds read low; calls only at 7 µM; 330,000 tested, 0.068% active; AID 2052;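 active = response, share of CD8 T cells binding vesicles, and their 90th percentile fluorescence all below set limits, cut at about 80% in these data, passing the limit was not always enough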
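Assay system: 2C TCR transgenic mouse naive CD8+ T cells, MACS-purified | Read-out: CD8+ gate FL2 mean fluorescence as % of same-row positive control | Signal: High-throughput flow cytometry with anti-B7-1 and anti-CD8 staining | Timing: Binding step 1.5 h, 37 °C, antibody labelling 20 min, ice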
SV40 large T antigen = TAg ATPase/helicase activity blockers – biochemical (AID 1903); inhibition, % at 20 µM; hits with a dose series show IC50 in µM; 310,000 tested, 0.39% active; SV40 large T antigen ATPase/helicase inhibition assay; higher % means a stronger effect; in the data active = a potency from the dose series; inconclusive = inhibition mostly from about 32% at the one dose, without a potency; inactive = the rest, 99 in 100 with inhibition below about 32%; also: strong numbers were not always called active
Myeloid diff MLP = compounds promoting myeloid differentiation. 360,000 tested, 1% active. ER-HoxA9 myeloid progenitors, lysozyme-GFP differentiation, flow cytometry. calls only at 10 µM;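 active = normalized GFP-positive differentiation at or above the plate's own cutoff, the solvent-only control mean plus 3 SD; inconclusive = no clear call, values can overlap the other calls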;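 also: cells exposed to compound for four days before flow analysis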
T cell modulator vesicle-bound % = second read-out of T cell modulator, no call of its own (marks repeat the call); double positive events, %; measured here: CD8+ vesicle-bound cell fraction;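 binding gate set so that unloaded-vesicle control wells show 10% double positive cells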
NTR1 agonist cell count 20 µM = second read-out of NTR1 agonist, no call of its own (marks repeat the call); cell count; measured here: cell count, cytotoxicity flag
Myeloid diff MLP GFP+ MAC1+ % = further read-out of Myeloid diff MLP, marked with its call; GFP+ MAC1+ double positive, %; measured here: differentiation confirmed by MAC1 staining
Numbers without * were called inactive; i = inactive; ? = inconclusive; . = not tested or not shown; + = active, no number; & = joins results of further samples; [ ] = another dose, or the depositor's remark.

SMILES	NTR1 agonist	NTR1 agonist cell count 20 µM	Rac1 GTP hydrolysis	RSV CPE inhibition	PhoP inhibition	K1F lysis inhibition	TNAP activators	T cell modulator	T cell modulator vesicle-bound %	SV40 large T antigen	Myeloid diff MLP	Myeloid diff MLP GFP+ MAC1+ %
CN1CC(C(=O)Nc2ccc(F)c(Cl)c2)CC1=O (centres undefined)	0.0	69	8%	0.6%	-4%	0.0%	.	i	25	5%	i	0.4
Cc1ccc(NC2=C(Cl)C(=O)OC2NC(=O)c2ccccc2)cc1 (centres undefined)	1.2	88	8%	1.2%	-2%	-0.3%	1	i	44	9%	i	0.9
O=c1c(-c2ccccc2Cl)c[nH]n1-c1ccccc1	0.4	77	97µM*	0.9%	-1%	0.2%	.	i	40	27%	i	0.7
Cc1csc(NC(=O)c2cc([N+](=O)[O-])cc([N+](=O)[O-])c2)n1	0.2	55	-5%	0.8%	-2%	-1.4%	1.1	i	44	0%	i	0.3
CCCn1c(SCC(N)=O)nc2c(c1=O)C1(CCCC1)Cc1ccccc1-2	9.0	65	1%	12%	-3%	0.3%	1	i	35	-1%	i	0.7
CC(C)c1nnc(SCC(=O)NC2CCCCC2)n1C	1.1	64	6%	1.3%	-10%	-0.9%	.	i	57	7%	.	.
Cn1cnc([N+](=O)[O-])c1Oc1ccc2ccccc2c1	1.1	47	?	1.7%	16%	-5.6%	1.1	i	40	9%	i	0.3
COc1ccc(S(=O)(=O)NCc2ccncc2)cc1NC(=O)c1ccccc1	-0.1	44	2%	-0.5%	0%	0.3%[50 µM]	.	i	52	-1%	i	2.0
COc1cc(C(=O)OCCNC(=O)c2ccccc2)cc(OC)c1OC	1.1	81	5%	2.2%	9%	0.1%	.	i	41	11%	i	0.5
Cc1nc2c(Cl)cccc2c2c1CC(CBr)O2 (centres undefined)	3.0	80	2%	14%	29%	-0.2%	.	i	38	9%	.	.
c1coc(C2Nc3cccc4cccc(c34)N2)c1	1.0	64	.	3.4%	5%	.	1	i	34	32%	.	.
COc1ccc(C(=O)NCc2csc(C)n2)cc1OC1CCN(C(C)=O)CC1	-0.5	56	7%	0.6%	9%	0.2%	.	i	30	7%	i	1.9
O=C(CCSc1ccc(Cl)cc1)NCc1ccncc1	0.2	66	0%	-0.7%	-8%	0.1%	1	i	31	27%	i	0.0
CC[C@]12c3[nH]c4cc(-c5ccco5)ccc4c3CCN1C(=O)[C@@H](CC(=O)NCCC1=CCCCC1)C[C@@H]2C(=O)N1CCN(C(=O)c2ccco2)CC1	3.5	67	-2%	.	.	-0.2%	.	.	.	.	i	0.9
COc1ccc(CN2CCCCC2C(=O)Nc2ccc(OC)c(OCC(C)C)c2)cc1OC (centres undefined)	0.2	55	5%	0.1%	3%	1.9%	1.1	i	8	2%	i	5.3
Cc1ccc(C(=O)N/C(=C/c2cccnc2)C(=O)N2CCCCCC2)cc1	0.9	64	8%	1.8%	2%	0.0%	.	i	47	26%	i	0.4
Cc1ccc(/C=N/NC(=O)c2ccco2)s1	-0.5	93	10%	-0.1%	2%	0.2%	0.9	i	55	12%	i	0.9
O=C(NCCn1cc(SCc2ccc(F)cc2)c2ccccc21)c1c(F)cccc1F	4.0	59	10%	4.6%	-2%	2.1%	1	i	32	4%	i	2.8
Cn1c(C(=O)N[C@@H](Cc2ccccc2)C(=O)O)cc2cc(F)ccc21	3.4	81	7%	3.3%	7%	-0.2%	.	i	16	12%	i	0.2
c1ccc(Cn2ncc3c(Nc4ccccc4)ncnc32)cc1	0.5	47	11%	.	-1%	1.3%	.	i	31	10%	i	0.3
O=C(c1ccccc1NS(=O)(=O)c1cccs1)N1CCOCC1	-1.0	73	9%	-0.9%	-5%	0.1%	1	i	9	0%	i	1.4
O=C(OCc1cccc([N+](=O)[O-])c1)c1ccc2ccccc2n1	-0.3	70	8%	5.3%	6%	-0.1%	0.9	i	43	4%	i	0.3
CCc1cc(=O)oc2cc(C)cc(OCC(=O)NCCN3CCOCC3)c12	0.7	60	7%	1.8%	-9%	0.4%	.	i	24	11%	i	0.0
Cc1ccc2nc(SCC(=O)NCc3ccc(F)cc3)[nH]c2c1	-1.0	76	.	9.1%	8%	-0.3%	.	i	55	0%	i	0.8
O=C(NCC1CCN(C(=O)c2cccc([N+](=O)[O-])c2)CC1)c1cccc([N+](=O)[O-])c1	0.5	70	5%	2.9%	0%	0.0%	.	i	16	7%	i	0.1
O=c1c2ccccc2oc2nc(-c3ccco3)n(-c3ccccc3)c(=O)c12	0.3	72	1%	-0.9%	-21%	0.2%	1	i	53	-12%	i	0.4
C=COCCNC(=S)N1CCOCCOCCN(C(=S)NCCOC=C)CCOCC1	1.9	33	6%	-1.9%	1%	-0.3%	1.1	i	5	-1%	i	0.5
CC(O)CNc1ncnc2cc(-c3ccc(F)cc3)sc12 (centres undefined)	0.7	67	10%	3.4%	-3%	-0.1%	.	i	28	11%	i	0.1
O=C1CN(S(=O)(=O)c2ccc(Cl)cc2)c2ccccc2N1	-0.6	62	15%	1.2%	1%	0.6%	.	i	50	24%	i	0.6
CCNc1ccc(S(=O)(=O)N(C)C)cc1NCC(=O)Nc1ccc(Br)cc1F	7.1	66	-14%	5.3%	5%	1.1%[50 µM]	1.1	i	46	13%	i	1.4
COc1ccc(OCC(=O)Nn2c(-c3ccc(C)cc3)nc3ccccc3c2=O)cc1	-0.2	42	0%	7.8%	1%	1.9%	1.1	i	48	1%	i	0.3
CCNc1nc(NCC)n2c(SCC(=O)Nc3ccc(C)cc3Br)nnc2n1	4.4	60	0%	.	.	-2.0%	.	i	48	.	i	0.9
O=C(O)c1ccc(-n2nc(C(F)(F)F)c3c2CCCC3)cc1	0.7&0.8	50&90	5%&3%	13%&1.9%	3%&-15%	0.9%&0.0%	1.1&1.1	i	16&28	3%&17%	i	0.3&2.2
Cn1c(C(=O)N2CCOCC2)cnc1Sc1ncc(C(F)(F)F)cc1Cl	-1.2	47	14%	0.3%	-8%	0.2%	1	i	22	-5%	i	0.7
Fc1ccc(NC(=S)Nc2cccnc2)c(F)c1F	1.1	55	9%	6.9%	-12%	0.8%	0.9	i	42	0%	i	0.1
Cc1ccc(-n2ncc3c(=O)n(CC(=O)N4CCN(c5ccccc5F)CC4)cnc32)cc1C	-0.5	43	7%	2.0%	-2%	0.3%	1.1	i	4	11%	i	0.7
COc1ccc(NC(=O)c2ccc(NC(=O)CSc3nccc(=O)[nH]3)cc2)cc1	-1.2	63	8%	-0.7%	0%	0.2%	.	i	63	-1%	i	0.2
CC(C)=CCC/C(C)=C/CC/C(C)=C/CC/C(C)=C/CC1=C(C)C(=O)c2ccccc2C1=O	15	43	4%	8.0%	-3%	2.3%	.	i	24	11%	i	1.6
COCCCNc1c2c3c(cccc3[nH]c1=O)C(=O)c1ccccc1-2	-5.0	48	6%	2.5%	-251%	0.1%	1	i	44	3%	+	6.6*
COc1ccc(/C=N/NC(=S)NCc2ccccc2)cc1OC	2.7	57	6%	2.9%	-13%	0.0%[50 µM]	1.2	i	53	14%	i	0.3

Printed as active in Rac1 GTP hydrolysis, among the entries above:
Structure	Rac1 GTP hydrolysis	RSV CPE inhibition	PhoP inhibition	TNAP activators	T cell modulator	T cell modulator vesicle-bound %	SV40 large T antigen	Myeloid diff MLP GFP+ MAC1+ %
O=c1c(-c2ccccc2Cl)c[nH]n1-c1ccccc1	97µM*	0.9%	-1%	.	i	40	27%	0.7

Record cards, from the list above. Values in the order: NTR1 agonist	NTR1 agonist cell count 20 µM	Rac1 GTP hydrolysis	RSV CPE inhibition	PhoP inhibition	K1F lysis inhibition	TNAP activators	T cell modulator	T cell modulator vesicle-bound %	SV40 large T antigen	Myeloid diff MLP	Myeloid diff MLP GFP+ MAC1+ %
CCNc1ccc(S(=O)(=O)N(C)C)cc1NCC(=O)Nc1ccc(Br)cc1F in the list: 7.1	66	-14%	5.3%	5%	1.1%[50 µM]	1.1	i	46	13%	i	1.4
CCNc1nc(NCC)n2c(SCC(=O)Nc3ccc(C)cc3Br)nnc2n1 in the list: 4.4	60	0%	.	.	-2.0%	.	i	48	.	i	0.9
Cc1ccc(-n2ncc3c(=O)n(CC(=O)N4CCN(c5ccccc5F)CC4)cnc32)cc1C in the list: -0.5	43	7%	2.0%	-2%	0.3%	1.1	i	4	11%	i	0.7
Cn1c(C(=O)N2CCOCC2)cnc1Sc1ncc(C(F)(F)F)cc1Cl in the list: -1.2	47	14%	0.3%	-8%	0.2%	1	i	22	-5%	i	0.7

(cont.)
SMILES	NTR1 agonist	NTR1 agonist cell count 20 µM	Rac1 GTP hydrolysis	RSV CPE inhibition	PhoP inhibition	K1F lysis inhibition	TNAP activators	T cell modulator	T cell modulator vesicle-bound %	SV40 large T antigen	Myeloid diff MLP	Myeloid diff MLP GFP+ MAC1+ %
CS(=O)(=O)N(CC(=O)Nc1ccc2c(c1)OCO2)c1ccc2c(c1)OCO2	-0.2	71	7%	1.4%	3%	3.4%	1.1	i	41	4%	i	7.5
COc1ccc(C(=O)N2CCN(S(=O)(=O)c3ccc(C)cc3C)CC2)cc1OC	2.5	63	13%	1.4%	5%	0.9%	1	i	24	3%	i	2.4
CS(=O)(=O)c1ccc2nc(NC3(C(F)(F)F)N=C4SCCN4C3=O)sc2c1 (centres undefined)	2.2	49	6%	-1.5%	1%	3.8%	1.2	i	31	16%	i	5.8
COc1ccc(-n2ccnc2SCC(=O)NCc2ccccc2)c(OC)c1	0.0	64	6%	-2.6%	-2%	0.2%	1	i	62	25%	i	0.3

Ordered by the number under Myeloid diff MLP GFP+ MAC1+ % (rising): 3 of the compounds above
structure	Rac1 GTP hydrolysis	RSV CPE inhibition	PhoP inhibition	TNAP activators	T cell modulator	T cell modulator vesicle-bound %	SV40 large T antigen	Myeloid diff MLP GFP+ MAC1+ %
COc1ccc(-n2ccnc2SCC(=O)NCc2ccccc2)c(OC)c1	6%	-2.6%	-2%	1	i	62	25%	0.3
CS(=O)(=O)c1ccc2nc(NC3(C(F)(F)F)N=C4SCCN4C3=O)sc2c1 (centres undefined)	6%	-1.5%	1%	1.2	i	31	16%	5.8
CS(=O)(=O)N(CC(=O)Nc1ccc2c(c1)OCO2)c1ccc2c(c1)OCO2	7%	1.4%	3%	1.1	i	41	4%	7.5

Bioassay records deposited in PubChem by several laboratories.
